# Assay outcomes (PubChem)
# SDO1 yeast rescue: sdo1-depleted yeast growth rescue | 140,000 compounds, 0.21% hits | AID 817 | S. cerevisiae sdo1-depleted JHY4D growth rescue, OD600 30 h; stronger effect = higher value; pdr5 snq2 efflux-pump mutant strain | z-score at 10 µM;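 active = z-score above 3 at both the 24 hr and the 30 hr optical density reads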;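 also: z-score against mean and SD of all compound wells on the same plate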
# INS promoter inh: TRM-6 insulin promoter activity inhibition; inhibition, % at 2 µM; 130,000 compounds, 0.9% hits; TRM-6 cells (human fetal islet line), insulin promoter-eGFP reporter, imaging; reporter expression induced with tamoxifen;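 active = inhibition above the mean plus 3 SD, with well images judged a real hit on visual review, cut at about 60% in these data, passing the limit was not always enough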
# SDO1 yeast rescue Rescue 24 h: second read-out of SDO1 yeast rescue, no call of its own (marks repeat the call); z-score; S. cerevisiae sdo1-depleted JHY4D growth rescue, OD600; measured here: growth rescue at 24 h;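 0 is the plate mean of compound wells and units are plate SD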
# * = called active by the depositor; / = not tested or not shown.
entry | SDO1 yeast rescue | INS promoter inh | SDO1 yeast rescue Rescue 24 h | SMILES
1 | 0.08 | -4.7 | -0.43 | COc1cccc(/C=N/Nc2nn3cnnc3c3ccccc23)c1O
2 | / | -38.1 | / | CC(C)C(c1nnnn1Cc1cccs1)N1CCN(C(=O)c2ccco2)CC1 (stereo not given)
3 | -0.07 | -21.4 | -0.18 | CC1Cc2ccccc2N1C(=O)COc1cccc(-n2cnnn2)c1 (stereo not given)
4 | 0.85 | 33.3 | 0.43 | CC(C)C[C@H](NC(=O)NCc1ccc(Cl)cc1)C(=O)O
5 | -0.47 | 14.3 | -0.84 | Cc1nonc1NC(=O)c1ccc(Cl)c(S(=O)(=O)N2CCCCC2)c1
6 | -0.16 | 3.2 | -0.28 | COC(=O)COc1ccccc1C(=O)Nc1ccc(OC)cc1
7 | 1.02 | / | 0.53 | Cc1cc(C)n2nc(CC(=O)NC3CCCC(C)C3C)nc2n1 (stereo not given)
8 | 0.02 | 20.6 | -0.6 | O=c1cc(NS(=O)(=O)c2ccccc2)nc(SCc2ccccc2Cl)[nH]1
9 | 0.76 | 17.9 | 0.86 | Cc1ccc(Cl)c2c1NC(=O)C2(O)CC(=O)c1ccc(Br)cc1 (stereo not given)
10 | 0.59 | / | -0.04 | CC(C)n1nnc2ccccc2c1=O
11 | 0.87 | / | 1.02 | Cc1cc(C(=O)NCCCN2CCOCC2)n(-c2ccccc2)n1
12 | / | -61.5 | / | O=C(COC(=O)c1ccc(Br)cc1)NCCN1C(=O)CSC1=O
13 | 2.62 | 9.7 | 2.46 | Cc1ccccc1N(CC(N)=O)S(C)(=O)=O
14 | -0.97 | 20.0 | -0.58 | CCOC(=O)c1sc(NC(=O)CSc2nc3ccccc3o2)c(C(=O)OCC)c1C
15 | 0.39 | -90.0 | -0.54 | O=C(Nc1ccccc1C(F)(F)F)c1cccnc1
16 | 0.89 | 21.7 | 0.68 | CC(NC(=O)c1ccccc1NC(=O)CSc1nnnn1C)c1ccccc1 (stereo not given)
17 | -0.04 | / | 0.46 | O=C(Nc1cccc(C(F)(F)F)c1)c1cc(-c2cccs2)on1
18 | -0.43 | / | -1.16 | CCCCn1c(=O)c(CCC(=O)OC(C)C(=O)Nc2cccc(Cl)c2Cl)nc2ccccc21 (stereo not given)
19 | 0.56 | / | 1.08 | CCN(CC)S(=O)(=O)c1ccc(C)c(NC(=O)COc2ccc(Cl)cc2Br)c1
20 | 0.75 | / | 0.88 | CCOC(=O)c1[nH]c2ccc(Br)cc2c1NC(=O)CCN1CCN(C(=O)OCC)CC1
21 | 0.87 | / | 0.96 | CCOC(=O)C(C)Sc1nnc(Cc2cc(=O)[nH]c(=O)[nH]2)n1-c1ccc(Cl)cc1 (stereo not given)
22 | 0.35 | / | 0.04 | O=C1CC(c2ccccc2)n2nc(N3C(=O)CCC3=O)nc2N1 (stereo not given)
23 | -0.02 | / | -0.13 | COCCOC(=O)c1c(NC(=O)CN2CCCc3ccccc32)sc(C(N)=O)c1C
24 | / | 80.5* | / | CN(C)c1nc(NC(C)(C)C)nc(SCC(=O)Nc2ccccc2)n1
25 | / | -7.3 | / | Cc1c(NC2(C#N)CCCCC2)c(=O)n(-c2ccccc2)n1C
26 | -0.76 | 1.7 | 0.87 | CCCCNC(=S)N/N=C1\C(=O)c2cccc3cccc1c23
27 | -0.02 | 50.0 | -0.85 | O=C1CCCC/C1=C/Nc1ccc2c(c1)OCO2
28 | 0.1 | -56.2 | 0.07 | CCCCn1c(SCC(=O)NCCc2ccc(OC)c(OC)c2)nc2c1c(=O)n(C)c(=O)n2C
29 | 0.59 | -27.8 | 0.64 | CC1(C)CC(=O)C2=C(C1)Nc1[nH]c(=S)[nH]c(=O)c1C2c1ccccc1 (stereo not given)
30 | 0.17 | -40.0 | 0.03 | CCOc1cc(CNc2ccc(N(C)C)cc2)cc(Br)c1OCC(=O)NC(C)(C)C
31 | / | -21.7 | / | CCOc1ccc(CN2CCN(Cc3[nH]c4ccc(OC)cc4c3C)CC2CCO)cc1 (stereo not given)
32 | 0.17 | -100.0 | -0.36 | CCOC(=O)C1C(c2ccc(O)c(O)c2)NC(=S)NC1(O)C(F)(F)F (stereo not given)
33 | 0.73 | -17.2 | -0.25 | O=C(CSc1n[nH]c(=O)[nH]c1=O)c1ccccc1
34 | -0.75 | -60.5 | -0.68 | COc1cc(NC(=O)C2CC(c3cccc(OC)c3OC)=NO2)cc(OC)c1OC (stereo not given)
35 | -0.13 | -6.2 | -0.27 | CCCCN(CC)CCCNC(=O)c1cc2cc3ccc(OC)cc3nc2o1
36 | 1.2 | -29.4 | 1.56 | CCOc1ccccc1-c1nc2c([nH]1)c(=O)n(C)c(=O)n2C
37 | 0.79 | -7.1 | 1.1 | Cc1ccc(NC(=O)c2cc(N(C)C)ccc2[P+](=O)O)cc1
38 | -0.49 | 29.7 | -0.1 | COc1ccc(C2Nc3ccc4ccccc4c3-c3c2c(=O)oc2ccccc32)cc1 (stereo not given)
39 | 2.32 | 8.3 | 3.03 | COC(=O)c1cc(OC)c(OC)cc1NC(=S)N1CCCC(CO)C1 (stereo not given)
40 | -1.31 | / | 0.37 | COCc1cc(C)nc(Nc2ccc(C)c(C)c2)c1C#N
41 | / | 9.5 | / | O=C(CCCCn1c(=S)[nH]c2ccsc2c1=O)NCc1ccc2c(c1)OCO2
42 | -0.75 | -14.3 | 0.1 | Cn1nc(-c2ccccc2)c(-c2nc(-c3cccc(Cl)c3)no2)c1Cl
43 | / | -71.4 | / | O=S(=O)(Nc1cccc(Oc2cnccn2)c1)c1ccc(F)cc1
44 | -1.36 | -110.8 | -1.28 | COc1ccc(-c2nn(-c3ccccc3)cc2/C=N/NC(N)=S)cc1OC
45 | / | 36.4 | / | CC(=O)Nc1ccc(Sc2ccccc2C(=O)N2CCCC2)cn1
46 | -1.56 | 35.5 | -2.03 | COc1ccc(N/N=C(\C#N)C(N)=O)cc1
47 | / | -20.0 | / | CC(C)(C)NC(=O)COc1ccc(CNCc2ccccn2)cc1
48 | 0.09 | 3.3 | -0.44 | Cc1ccc(C2=[N+]([O-])C(C)(C)N(O)C2(C)C)cc1
49 | -0.36 | -15.4 | -0.68 | O=C(N/N=C\c1c(O)ccc2ccccc12)c1ccc(Cn2cccn2)o1
50 | / | 37.5 | / | C(=N\Nc1nc2ccccc2[nH]1)/c1ccc2c(c1)OCO2
51 | 0.53 | 15.4 | 1.24 | C/C(=C\C(=O)c1ccccc1)Nc1ccc(N2CCOCC2)cc1
52 | 0.72 | 41.8 | 0.72 | COC(=O)c1ccc(CSc2nnc(NC(=O)C3CCCO3)s2)cc1 (stereo not given)
53 | -1.01 | / | -0.62 | O=C(Nc1ccccc1)c1ccccc1CCc1ccccc1
54 | 1.72 | 28.0 | 1.03 | CCOC(=O)C1CCN(Cc2ccc(F)cc2)CC1
55 | -0.34 | 34.3 | -1.15 | CC(=O)OC(C(=O)NC1CCCCC1)c1ccccc1 (stereo not given)
56 | -0.35 | 0.0 | -0.11 | Cc1onc(-c2c(F)cccc2Cl)c1C(=O)Nc1cccc(Cn2cccn2)c1

# Next records
entry | SDO1 yeast rescue | INS promoter inh | SDO1 yeast rescue Rescue 24 h | SMILES
57 | / | 83.3* | / | CCOc1ccc(C(=O)NC2=NCCS2)cc1
58 | 0.08 | 15.0 | -0.73 | O=C(NC(=S)NNC(=O)c1ccccc1[N+](=O)[O-])c1ccccc1
59 | -0.7 | 3.7 | -0.61 | Cc1ccc(-n2cc(-c3ccccc3)c3c(NN4CCOCC4)ncnc32)cc1
60 | 1.43 | -30.6 | 1.66 | CCOCCCNc1nc2ccccc2[nH]1
61 | -0.12 | -7.1 | -0.94 | O=C(Nc1cc(=O)[nH]c2ncnn12)c1ccccc1Cl
62 | 0.28 | -21.9 | 0.97 | CCN(CC)S(=O)(=O)c1ccc(C(=O)NCCSc2c[nH]c3ccccc23)cc1
63 | -0.94 | 14.0 | -1.27 | COc1cnc(-c2ccccc2)nc1Oc1cccc(C)c1C
64 | -0.49 | -21.9 | -1.07 | CCn1c(SC)nc2c(c1=O)SC(C)C2 (stereo not given)
65 | 0.56 | -106.2 | 0.58 | Cc1cc2c(cc1C)NC(CC(=O)NCc1ccccc1)C(=O)N2 (stereo not given)
66 | -0.42 | 17.1 | -0.37 | CCCC(C)NS(=O)(=O)c1ccc(OC)c(C)c1 (stereo not given)
67 | 0.99 | -22.6 | 1.03 | CCOC(=O)N1CCN(CC(O)COc2c(OC)cccc2OC)CC1 (stereo not given)
68 | -1.04 | -31.0 | -0.72 | COc1ccc(C)cc1S(=O)(=O)NC1CCCCC1C (stereo not given)
69 | / | -27.8 | / | O=C(NC1CCN(Cc2ccccc2)CC1)c1ccc(S(=O)(=O)NCc2ccco2)cc1
70 | 0.72 | / | 0.99 | COc1ccc2nc(NC(=O)Cc3ccc(OC)c(S(=O)(=O)N4CCOCC4)c3)sc2c1
71 | -0.56 | 12.2 | 0.47 | COc1ccc(-c2nc(-c3ccccc3)nc(Cl)c2C#N)cc1
72 | 0.2 | / | -0.38 | Cc1cc(NS(=O)(=O)c2ccc(NC(=O)c3ccoc3C)cc2)nc(C)n1
73 | 0.02 | / | -0.02 | CCC(C)[C@H](NC(=O)NCc1ccccc1Cl)C(=O)O (stereo not given in full)
74 | / | 42.9 | / | Cn1c(=O)c2c(nc(NCCCN3CCOCC3)n2Cc2ccc(Cl)c(Cl)c2)n(C)c1=O
75 | -0.03 | / | -0.55 | O=C(OCC(=O)N1CCCc2ccccc21)c1cccnc1Cl
76 | 1.41 | / | 0.82 | Cc1c(NC(=O)CN2C(=O)NC(C)(c3ccc4c(c3)OCCO4)C2=O)c(=O)n(-c2ccccc2)n1C (stereo not given)
77 | 0.06 | -22.9 | 0.47 | O=C(N/N=C/c1cccc(O)c1)c1csc2ccccc12
78 | 0.29 | -17.2 | -0.04 | CC1=CS(=O)(=O)CC1Sc1nc2ccccc2[nH]1 (stereo not given)
79 | / | -42.9 | / | COC(=O)Nc1ccc(SCC(=O)c2ccccc2)cc1
80 | -1.12 | 0.0 | -1.04 | O=C(NCc1cccs1)C(Cc1ccccc1)n1cccc1 (stereo not given)
81 | 0.26 | 16.1 | -0.13 | CCOC(=O)C1CCN(CCC(=O)Nc2cccc(Cl)c2C)CC1
82 | -2.59 | / | -1.47 | Cc1nn(-c2ccccc2)c2nc(N)c(C#N)c(-c3ccc(F)cc3)c12
83 | / | -23.1 | / | Cn1c(C(=O)O)cc2cc(F)ccc21
84 | -1.89 | -9.1 | -0.67 | Oc1ccc(Cl)cc1Cc1cc(Cl)ccc1O
85 | 1.39 | / | 2.32 | COc1cccc(N/C(SCc2ccccc2Cl)=C(/C#N)C(=O)NCc2cccs2)c1
86 | -0.29 | -6.2 | 0.27 | CCOC(=O)c1ccc(N2C(=O)CC(N3CCN(Cc4ccccc4)CC3)C2=O)cc1 (stereo not given)
87 | -0.5 | / | 0.43 | COc1ccc(CCNC(=O)c2ccc3nc(-c4ccco4)c(-c4ccco4)nc3c2)cc1OC
88 | -0.52 | -12.5 | -0.79 | O=C(NCCCN1CCOCC1)c1ccc(Sc2ccc(F)cc2)c([N+](=O)[O-])c1
89 | 0.4 | -48.4 | -0.21 | CCN(CC)S(=O)(=O)c1ccc(Br)c(OC)c1
90 | -0.39 | / | 0.59 | COc1cc(C(=O)N2CCN(c3cc(Cl)ccc3Cl)CC2)cc(OC)c1OC
91 | -0.42 | -8.3 | -0.43 | COC(=O)N/N=C/c1cc(C)n(-c2cccc3ccccc23)c1C
92 | 2.55 | -46.1 | 3.47 | COc1cccc(CNc2ccc(N3CCCCC3)cc2)c1OC
93 | -0.06 | 20.0 | -0.59 | CC1=Nn2c(nnc2-c2cc(-c3ccccc3)n[nH]2)SC1
94 | 0.42 | / | 0.27 | O=C(NC(Cc1c[nH]c2ccccc12)C(=O)Nc1ccc(F)c([N+](=O)[O-])c1)c1cccs1 (stereo not given)
95 | 0.08 | 16.9 | -0.01 | Cc1c(C(=O)NCCCN2CCOCC2)sc2nc(-c3ccc(F)cc3)cn12
96 | 1.53 | -2.0 | 0.46 | O=C(NN=C1CCCCCC1)c1ccc(Br)o1
97 | -0.86 | 6.5 | -0.57 | CC(O)c1c(OCc2ccccc2)ncnc1OCc1ccccc1 (stereo not given)
98 | -2.26 | -7.1 | -1.39 | CCN(CC)C(=O)CSc1nc(N)c2c3c(sc2n1)CC(C)CC3 (stereo not given)
99 | -2.04 | / | -1.91 | COc1cccc2sc(N(CCCN(C)C)C(=O)c3sc4ccccc4c3Cl)nc12
100 | -1.09 | -95.2 | 0.1 | COc1ccc(-c2[nH]c3ccccc3c2SCCNC(=O)c2cc3ccccc3oc2=O)cc1
101 | -2.59 | / | -1.41 | O=C(Nc1nnc(-c2ccc3c(c2)CCCC3)o1)c1ccccc1
102 | 2.35 | / | 2.54 | Cc1ccc(C2/C(=C(/O)c3ccc(OC(C)C)cc3)C(=O)C(=O)N2CCN2CCOCC2)cc1 (stereo not given)
103 | 1.31 | / | 0.97 | CC(Sc1nc2c(c(=O)n(C)c(=O)n2C)n1Cc1cc2c(cc1Cl)OCO2)C(=O)O (stereo not given)
104 | -1.69 | / | -0.23 | CN(C)C=Nc1ncc2c3ccccc3n(Cc3ccccc3)c2c1C#N
105 | -0.05 | / | -0.42 | N#CC1=C(N)SC(N)=C(C#N)C1CCC1CCCCC1
106 | 0.59 | 6.7 | -0.51 | CCc1c(C)nc(SCC(=O)Nc2c(C)n(C)n(-c3ccccc3)c2=O)[nH]c1=O
